Screens (PubChem)
Yfh1-depleted yeast = enhancers of respiration in Yfh1-depleted yeast, dose response, Friedreich's ataxia, plus single-dose screen (AID 1465); S. cerevisiae Yfh1-off respiration, WST-1 reduction, 72 h; higher fold induction means a stronger effect; fold induction at 50 µM, or EC50 in µM where a hit was titrated; 220,000 tested, 0.074% active;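 active = fold induction of absorbance versus untreated yeast above a set limit, then at least 30% activation at any dose in follow-up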;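 note: activators that raise dye reduction in frataxin-depleted yeast; strong numbers were not always called active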
P. falciparum M1AAP = malaria alanyl aminopeptidase activity blockers – biochemical, fluorogenic H-Leu-NHMec substrate, 1536-well (AID 1445); recombinant M1AAP, H-Leu-NHMec fluorogenic kinetic assay; higher % means a stronger effect; inhibition, % at 30 µM, or IC50 in µM where a hit was titrated; 220,000 tested, 0.42% active;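 active = primary inhibition above the hit cutoff, then over 50% inhibition at one or more dose response concentrations, cut at about 23% in these data, passing the limit was not always enough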;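 note: plate controls were DMSO full reaction for no effect and no enzyme background for full effect; strong numbers were not always called active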
Autophagy mod = modulators of autophagy; calls only at 10 µM (by protocol); AID 463193; MEF GFP-LC3 puncta imaging; test concentration mostly 10 µM; 190,000 tested, 0.98% active;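 active = percentage of spot-positive cells more than 3 SD above its plate mean, without a fluorescence outlier flag or 80% toxicity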;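 note: spot-positive cell cutoff set from DMSO-treated cells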
M17LAP inhibition = P. falciparum M17LAP inhibitors, primary screen, biochemical, fluorogenic H-Leu-NHMec substrate, 1536-well (AID 1619). 220,000 tested, 0.38% active. inhibition, % at 30 µM, or IC50 in µM where a hit was titrated. recombinant M17LAP, H-Leu-NHMec fluorogenic kinetic assay; higher % means a stronger effect;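 active = compound inhibiting the enzyme by more than half at any dose during confirmatory dose-response retesting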;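 note: plate controls were full reaction with DMSO carrier for no effect and no enzyme background for full effect; strong numbers were not always called active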
WT yeast gro inh = growth inhibition of WT yeast, mitochondrial fusion screen; mitochondrial fusion phenotypic screen, WT strain; 190,000 tested, 2.1% active; inhibition, % at 10 µM; in the data active = inhibition above about 58%; tested in S. cerevisiae
MT stabilize HCS = stabilizes microtubules in HeLa cells. HeLa tubulin immunostaining HCS, 24 h; share of cells brighter than vehicle mean+2SD. % tubulin-high responders, % at 10 µM. 200,000 tested, 0.83% active. AID 2205;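 active = plate Z-score above 3 for both tubulin-high and condensed-nucleus cell shares, with cell loss under 80%, at 10 µM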;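 note: anti alpha tubulin signal scored within the nucleus-defined area of each cell; some results filed as inactive read as strong as hits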
b-catenin transl = beta-catenin nuclear translocation modulation; HeLa beta-catenin nuclear translocation, immunofluorescence imaging; nuclear translocation activity, % at 5 µM; 190,000 tested, 0.3% active; AID 1665;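 active = nuclear translocation activity above 50% at 5 µM, with a well cell count of 50 or more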;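 note: per-cell ratio of nuclear to cytoplasmic median beta-catenin stain intensity; plate controls were DMSO negative control for no effect and GSK-3 inhibitor IX positive control for full effect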
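Assay system: human HeLa cells, native beta-catenin; doses: 5 µM primary, 0.02–20 µM confirmation; incubation: compound treatment 24 h, 37°C, 5% CO2; technique: fluorescence imaging of beta-catenin antibody stain plus DAPI; measure: % activation, nuclear-to-cytoplasmic median beta-catenin signal ratio per cell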
T cell modulator = T cell immune modulation candidate | 2C CD8+ T cell-vesicle binding, flow cytometry; active compounds read low | calls only at 7 µM | 330,000 tested, 0.068% active;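 active = response, share of CD8 T cells binding vesicles, and their 90th percentile fluorescence all below set limits, cut at about 80% in these data, passing the limit was not always enough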
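Incubation: binding step 1.5 h, 37 °C, antibody labelling 20 min, ice; system: murine 2C transgenic CD8+ T lymphocytes; technique: cytometric PE anti-B7-1 and Alexa647 anti-CD8 signals after 1% paraformaldehyde fixation; also added: QL9-charged Drosophila Ld/ICAM-1/B7-1 vesicles; control set: naked versus QL9-loaded vesicles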
Dynein cargo inh = dynein cargo transport inhibition. 3617.4 mouse cells, GR-EGFP nuclear translocation imaging; test concentration mostly 20 µM; stimulated with dexamethasone, 1 µM; active compounds read low. z-score, hits read low. 220,000 tested, 0.47% active;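 active = plate z-score of nuclear minus cytoplasmic receptor signal below a set negative limit, without overly bright fluorescence or cell loss, cut at about -3.5 in these data, passing the limit was not always enough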;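 note: z-score of nuclear minus cytoplasmic ring GR-EGFP intensity difference per well; some compounds called inactive have numbers as strong as hits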
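Buffer or medium: Induction medium lacking tetracycline, stripped serum | Also added: Dexamethasone agonist, 1.0 µM final, for 30 min | Timing: 48 h induction, 1 h compound, 30 min dex at 37 °C | Detection: Formaldehyde fixation, Hoechst nuclear stain, 10x automated fluorescence imaging | Measure: Nuclear versus cytoplasmic GR-EGFP signal, averaged per well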
WT yeast gro inh mutant strain = further read-out of WT yeast gro inh, marked with its call; inhibition, %; mitochondrial fusion phenotypic screen, mutant strain inhibition
Dynein cargo inh cytoplasmic EGFP = further read-out of Dynein cargo inh, marked with its call; z-score; measured here: cytoplasmic GR-EGFP intensity; active compounds read high
Dynein cargo inh nuclear GR-EGFP = second read-out of Dynein cargo inh, no call of its own (marks repeat the call); z-score; measured here: nuclear GR-EGFP intensity;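 lower value marks the stronger effect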
Dynein cargo inh cell count = further read-out of Dynein cargo inh, marked with its call; z-score; measured here: cell count per field
b-catenin transl cell count 5 µM = further read-out of b-catenin transl, marked with its call; cell count; measured here: cell count, cytotoxicity flag
T cell modulator vesicle-bound % = recorded beside T cell modulator, whose call it bears; double positive events, %; measured here: CD8+ vesicle-bound cell fraction;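 binding gate set so that unloaded-vesicle control wells show 10% double positive cells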
MT stabilize HCS Hoechst-high % = also measured in MT stabilize HCS; calls as there; % Hoechst-high responders; measured here: nuclear condensation Hoechst responders;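 share of cells brighter than vehicle mean plus two SD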
MT stabilize HCS cytotoxicity % = further read-out of MT stabilize HCS, marked with its call; toxicity, %; measured here: cytotoxicity by cell density;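 0% = mean cell density of plate MIN control wells and 100% = no cells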
Autophagy mod cell loss 18 h = further read-out of Autophagy mod, marked with its call; toxicity, %; measured here: cell loss, nuclei count;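 cell loss after 18 h compound exposure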
Numbers without * were called inactive; i = inactive; nt = no result given.

SMILES	Yfh1-depleted yeast	P. falciparum M1AAP	Autophagy mod	Autophagy mod cell loss 18 h	M17LAP inhibition	WT yeast gro inh	WT yeast gro inh mutant strain	MT stabilize HCS	MT stabilize HCS Hoechst-high %	MT stabilize HCS cytotoxicity %	b-catenin transl	b-catenin transl cell count 5 µM	T cell modulator	T cell modulator vesicle-bound %	Dynein cargo inh	Dynein cargo inh cytoplasmic EGFP	Dynein cargo inh nuclear GR-EGFP	Dynein cargo inh cell count
Cc1ccc(NC(=O)C(=S)NCc2ccco2)cc1	i	0%	i	3	13%	8	23	0.7	1.0	4.6	0.2	1418	i	42	0.063	0.66	0.3	-0.85
COc1cccc(C2C3=C(N=c4s/c(=C\c5ccc(OCC(=O)O)cc5)c(=O)n42)c2ccccc2CC3)c1 (stereo unspecified)	i	16%	nt	nt	25%	nt	nt	nt	nt	nt	1.1	1273	i	59	-0.97	-0.24	-0.42	0.98
CCOC(=O)CC(=O)CSc1nccc(-c2cccnc2)n1	i	0%	nt	nt	10%	nt	nt	nt	nt	nt	0.1	1273	i	47	0.85	-0.23	0.96	-0.23
Cc1ccc(C2Nc3ccc4ccccc4c3C3=C2C(=O)CC(C)(C)C3)o1 (stereo unspecified)	i	16%	i	-5	15%	25	6	3.3	1.0	2.8	6.6	449	i	51	0.057	-0.21	0.44	-1.1
COc1ccccc1NC(=S)NC(=O)c1c(-c2ccccc2Cl)noc1C	i	4%	i	-8	-3%	70*	37*	3.6	1.6	3.6	0.2	836	i	62	-0.37	0.4	0.44	0.27
CC1CCN(S(=O)(=O)c2ccc(NC(=O)CCN3C(=O)c4ccccc4C3=O)cc2)CC1	i	4%	i	-12	6%	6	-6	2.3	1.2	4.1	nt	nt	i	58	1.9	0.076	1.2	-1.1
N#CC1=C(N)Oc2cc(O)ccc2C1c1cccs1 (stereo unspecified)	i	2%	i	-7	7%	-15	-9	1.2	3.0	8.0	0.8	1205	i	53	-0.88	1.2	-0.23	0.16
CCn1cc(C(=O)NCCOC)c(=O)c2ccc(C)nc21	i	0%	i	-2	21%	1	6	1.6	2.0	0.1	-1.4	1151	i	29	0.11	-0.19	0.058	0.2
CCOC(=O)/C(C#N)=C1/C=Cc2ccccc2N1CC	i	8%	i	5	0%	21	1	1.5	2.6	3.0	-2.1	1221	i	48	-0.062	-0.19	0.26	0.93
Cc1csc(=Nc2cccnc2)n1CC1CCCCC1	i	5%	i	6	3%	73*	46*	2.2	1.7	5.5	nt	nt	i	51	-0.66	-0.28	-0.63	0.77
O=C1CN(C(=O)CSc2nc3ccccc3c(=O)n2CC2CCCO2)c2ccccc2N1 (stereo unspecified)	i	10%	i	-3	-2%	7	-1	2.7	2.5	8.4	4.2	469	i	31	-1.1	-0.26	-0.62	1.1
Cc1ccc(-c2nc3ccccc3nc2NN)cc1	i	0%	nt	nt	-2%	nt	nt	nt	nt	nt	0.4	1015	i	22	-2	-0.23	-0.98	0.64
Cc1ccc(C2/C(=C(/O)c3ccccc3)C(=O)C(=O)N2CCN2CCOCC2)o1 (stereo unspecified)	i	-3%	i	4	9%	10	4	2.7	2.1	7.0	-2.0	1362	i	37	2.8	0.032	1.4	-1.7
CCCn1c(=O)c(-c2ccccc2)c(O)c2ccccc21	i	-2%	i	9	0%	-13	-9	3.6	2.0	9.9	-2.3	1217	i	29	0.3	-0.4	-0.013	0.4
Cc1ccc(Nc2nc(CSc3nnc(-c4cccnc4)n3-c3ccccc3F)cs2)cc1	i	1%	i	6	14%	21	1	2.4	1.9	5.4	-3.6	515	i	66	-0.78	-0.17	-0.12	-0.14
Cc1nn(-c2ccccc2)c(N)c1C1(O)C(=O)Nc2ccc([N+](=O)[O-])cc21 (stereo unspecified)	i	7%	nt	nt	12%	nt	nt	nt	nt	nt	1.7	1012	i	15	1.2	-0.27	0.49	-0.13
CCOC(=O)c1ccc(COC(=O)CCc2nc(-c3ccccc3)c(-c3ccccc3)o2)cc1	i	2%	i	-7	-2%	-4	3	3.3	0.8	7.9	nt	nt	nt	nt	-0.56	-0.19	-0.039	0.18
Cc1ccc(-n2nnnc2SCC(=O)N2CCCCC2)cc1	i	3%	i	-9	8%	11	18	1.5	1.1	6.7	nt	nt	i	31	-0.46	-0.37	-0.062	0.98
O=C(NCc1ccccc1)[C@@H]1CSC2c3ccccc3C(=O)N21 (stereo partly specified)	i	7%	i	-6	16%	-14	-30	1.7	1.4	6.4	nt	nt	i	38	-1.1	-0.089	-0.44	0.82
C=CCn1c(SCC(=O)N(C)C)nc2cc(C(=O)O)ccc2c1=O	i	3%	i	-1	0%	-2	13	4.7	2.1	5.8	-2.8	1101	i	32	0.057	-0.27	0.49	0.63
CC(C)Oc1ccc(/C(O)=C2/C(=O)C(=O)N(Cc3cccnc3)C2c2ccco2)cc1 (stereo unspecified)	i	11%	i	21	33%	-4	-15	3.2	2.0	6.3	nt	nt	i	32	-0.31	-0.23	-0.33	1.1
COc1ccc(S(=O)(=O)N(C)CC(=O)N2CCC(C)CC2)cc1Cl	i	-5%	i	4	-9%	-10	-36	3.6	2.1	5.0	nt	nt	i	15	-0.66	-0.26	-0.28	0.1
COCCCn1c(CCC(=O)O)ccc1-c1cccs1	i	4%	i	1	-47%	7	9	2.4	2.4	21	nt	nt	i	34	0.021	-0.27	-0.038	-0.32
O=C(CSc1nc(CCC2CCCC2)nc2ccccc12)NCc1ccc2c(c1)OCO2	i	1%	i	7	-5%	-13	-3	2.4	1.9	13	-0.2	1079	i	42	-0.084	0.11	0.1	0.044
CC(C)COC(=O)NCCCOC(=O)Nc1ccccc1	i	-3%	i	12	7%	-8	-14	5.0	3.7	17	-2.2	843	i	56	1.1	-0.43	0.072	-0.18

(next part)
SMILES	Yfh1-depleted yeast	P. falciparum M1AAP	Autophagy mod	Autophagy mod cell loss 18 h	M17LAP inhibition	WT yeast gro inh	WT yeast gro inh mutant strain	MT stabilize HCS	MT stabilize HCS Hoechst-high %	MT stabilize HCS cytotoxicity %	b-catenin transl	b-catenin transl cell count 5 µM	T cell modulator	T cell modulator vesicle-bound %	Dynein cargo inh	Dynein cargo inh cytoplasmic EGFP	Dynein cargo inh nuclear GR-EGFP	Dynein cargo inh cell count
COc1cc(/C=N\NC(=O)c2ccc(Cl)cc2)ccc1Oc1ccc([N+](=O)[O-])cn1	i	18%	nt	nt	-8%	nt	nt	nt	nt	nt	0.8	1297	i	50	-0.2	-0.24	-0.13	-0.37
CCOC(=O)Cn1nnnc1CN(Cc1cccs1)Cc1cc2cc(C)ccc2[nH]c1=O	i	-3%	i	0	-15%	1	4	2.4	1.8	8.1	2.6	1170	i	23	-1.2	-0.23	-0.7	0.97
O=C(CSc1ncn(-c2ccccc2)n1)Nc1nc(-c2ccccc2)cs1	i	8%	i	1	2%	3	-5	1.1	2.0	26	-1.5	1163	i	49	-0.26	-0.29	-0.17	0.63
Cc1ccc(S(=O)(=O)/N=C(\Sc2ccccc2)c2ccccc2)cc1	i	-4%	i	-28	7%	11	15	3.4	2.8	7.1	-3.8	1275	i	13	-3.5*	0.72*	-1.7*	-0.35*
O=C(Nc1nc(COc2ccccc2)cs1)C12CC3CC(CC(C3)C1)C2	i	4%	i	34	5%	59*	23*	1.8	2.1	11	nt	nt	i	14	-0.091	0.0027	0.13	0.33
CCOC(=O)C1(CCCc2ccccc2)CCN(C(=O)COC)CC1	i	8%	nt	nt	-12%	nt	nt	nt	nt	nt	0.2	1297	i	60	-1	-0.24	-0.13	1.7
C=CCCN([C@@H](C)C(=O)OC)S(=O)(=O)c1ccccc1Br	i	-1%	nt	nt	-10%	nt	nt	nt	nt	nt	-1.6	1183	i	40	-1	-0.74	-0.42	-0.12
Clc1ccccc1CNc1nc2ccccc2n2cnnc12	i	0%	nt	nt	13%	nt	nt	nt	nt	nt	-0.8	1387	i	55	-0.96	-0.19	-0.41	1
CN1CCC(OC(=O)c2ccc(Br)cc2)CC1	i	nt	i	-36	nt	nt	nt	3.3	1.4	3.1	nt	nt	i	36	0.82	-0.16	1.3	-0.24
O=C(Cc1ccccc1)NNC1CC(=O)N(c2ccc(Br)cc2)C1=O (stereo unspecified)	i	6%	i	35	-12%	-3	10	2.0	2.0	10	nt	nt	i	38	-0.36	-0.25	-0.32	0.91
CCCCCCCc1nc2sc3c(c2c(=O)n1N)CC(C)(C)OC3	i	6%	nt	nt	-3%	nt	nt	nt	nt	nt	0.4	1313	i	20	0.61	-0.29	0.4	0.21
